# Sm TGR inh: S. mansoni TGR enzyme inhibition; Q962Y6; purified TGR, DTNB reduction, TNB absorbance 405 nm; Potency, µM (series often up to 114 µM), without a hit: top-dose activity change, negative = inhibition, actives largely listed as inhibitors; 360,000 tested, 3% active; note: potency is the fitted concentration of half-maximal effect; % is set by controls: 0 for no effect and ±100 for the full control effect; nearly all actives have a fitted effect of over 60% in size
#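 TGR 20 nM + NADPH 100 uM (dispensed conc.), cpd preinc 15 min RT; start with NADPH (500 uM addition) then DTNB (15 mM addition). Kinetic TNB absorbance, 405 nm filter. Four-parameter Hill fit across titration.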
# CHX counter: counter-screen for Shiga toxin inhibitors: cycloheximide protein synthesis inhibition; cell reporter, cycloheximide protein synthesis inhibition counterscreen; 300,000 tested, 12% active; max response, %; in the data active = max response mostly above about 13%, no sharp cut-off; inactive = mostly below about 14%; note: read at 38.3 µM for the half of the compounds with a filed dose; 0% is about no effect
# Pf growth 96h: P. falciparum growth inhibition at 96 hours; P. falciparum luciferase reporter growth, 96 h; Potency, µM (highest dose often 28.7 µM), for the others: at the top dose activity change, negative = inhibition, most hits filed as inhibitors; 320,000 tested, 6.9% active; note: potency is the fitted concentration of half-maximal effect; % is set by controls: 0 for no effect and ±100 for the full control effect
#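 Two parasite generations (96 h, 37 C, 5% CO2) of compound exposure in infected erythrocytes (0.05% parasitemia, 2% hematocrit). Luciferase-reporter P. falciparum; decreased luminescence indicates inhibited growth, aimed at apicoplast-acting delayed death.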
# FBPA Giardia inh: blocks Giardia fructose-bisphosphate aldolase activity | AID 2451 | Potency, µM (top dose mostly 59.6 µM), without a hit: top-dose activity, negative = inhibition, usual class: inhibitors | 290,000 tested, 0.71% active | A8B2U2 | purified Giardia FBPA; note: potency is the fitted concentration of half-maximal effect; % is set by controls: 0 for no effect and ±100 for the full control effect; nearly all actives have a fitted effect of over 55% in size
# Target sequence (A8B2U2 whole entry, looked up): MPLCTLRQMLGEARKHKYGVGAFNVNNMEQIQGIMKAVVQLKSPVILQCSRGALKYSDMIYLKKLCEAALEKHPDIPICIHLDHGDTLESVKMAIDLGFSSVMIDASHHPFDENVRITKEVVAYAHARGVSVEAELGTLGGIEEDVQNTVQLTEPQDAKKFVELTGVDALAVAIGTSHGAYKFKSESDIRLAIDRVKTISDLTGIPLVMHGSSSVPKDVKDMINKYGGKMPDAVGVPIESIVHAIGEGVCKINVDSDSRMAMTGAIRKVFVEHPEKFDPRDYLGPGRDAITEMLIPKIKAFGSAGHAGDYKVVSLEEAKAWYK
#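 Giardia FBPA (40 nM reagent) was preincubated 10 min at RT with compound (up to 57.5 uM final), then substrate plus GAPDH/TPI/NAD/arsenate coupling system with diaphorase/resazurin was added; resorufin fluorescence (525/598 nm) was read after 20 min.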
# Shiga inhibitor: blocks Shiga toxin action in Vero cells | Vero cells, Shiga toxin protein synthesis inhibition reporter | inhibition, % at 38.7 µM | 290,000 tested, 9.2% active | AID 2315; in the data active = inhibition mostly above about 28%, no sharp cut-off; inactive = mostly below about 43%; note: 0% is about no effect
# Pf growth 48h: P. falciparum growth inhibition at 48 hours (one generation). Potency, µM (series often up to 28.7 µM), without a hit: top-dose activity change, negative = inhibition, hits mostly inhibitors. P. falciparum luciferase growth in erythrocytes, 48 h. 310,000 tested, 5.9% active; note: potency is the fitted concentration of half-maximal effect; % is set by controls: 0 for no effect and ±100 for the full control effect
#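 Firefly luciferase activity from engineered P. falciparum reports growth; inhibitors lower the luminescent signal. Cultures contained 2% hematocrit erythrocytes at 0.1% final parasitemia.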
# An asterisk follows results filed as active; u = inconclusive; x = not tested or not shown; & = joins results of further samples; [ ] = remark or other dose. Unless noted, calls come from the whole dose curve; as a rule, active = well fitted curve in the direction sought with a large enough effect; inconclusive = small, poorly fitted or top-dose-only effect, or another doubt; inactive = no such curve, though single readings can be large; an effect the other way counts as inactive or inconclusive. An unsorted share of the library; about 24% have a hit in one of these screens.
SMILES,Sm TGR inh,CHX counter,Pf growth 96h,FBPA Giardia inh,Shiga inhibitor,Pf growth 48h
O=C(Nc1cccc2ncccc12)c1cc([N+](=O)[O-])ccc1Cl,0%,-5,12µM*,4%,11,5%[0.00184 µM]
Cc1noc(C)c1CSc1nc2ccccc2c(=O)n1-c1ccc(F)cc1F,5%,5,u,-7%,5,u
Cc1cccc(C)c1NC(=O)Cn1c(=O)n(CCCC(=O)NCc2ccco2)c(=O)c2sccc21,0%,3,42%[activator],-2%,12,0%
Cc1c(NC(=O)c2cccc(NC(=O)Cc3ccccc3F)c2)c(=O)n(-c2ccccc2)n1C,-1%,x,-15%,x,x,-15%
CCC1CCCCN1CC(=O)c1ccc(OC(F)F)cc1 (configuration not stated),-28%,3,u,-2%,-2,u
CCOC(=O)Cn1c(C(C)=O)nc2ccccc21,-1%,-4,-1%,1%,-9,0%
CCN(CCCNC(=O)c1c(C)cc(=O)oc1C)c1cccc(C)c1,-5%,-1,2%,4%,-6,u
CCOc1ccccc1CNC(=O)CCc1cn(C)c2ccccc12,2%&-1%,7,21%,0%,5,-18%
Cc1ccc(NC(=S)N(CCN(C)C)Cc2cccs2)cc1C,12%,-4,14%,-1%,-14,-17%
O=C(CCN1C(=O)C2CCCCC2C1=O)Nc1cc([N+](=O)[O-])ccc1Cl (configuration not stated),-17%,x,1%,x,x,-7%
O=C(NN1CCOCC1)c1ccc(Br)s1,4%,0,8%[5.75 µM],-7%,14,7%
COc1ccc(CNC(=O)C2CCN(S(=O)(=O)c3ccc4c(c3)C(C)(C)C(=O)N4C)CC2)cc1,5%,-2,13%,7%,-6,u
Cn1c(=O)[nH]c(=O)c2[nH]c(N(Cc3ccccc3)Cc3ccccc3)nc21,-7%,-4,6%,12%,-14,u
CCCCn1c(N)c(N(CCOC)C(=O)c2cccc(S(=O)(=O)N3CCCCC3)c2)c(=O)[nH]c1=O,-5%,x,0%,x,x,u
NC(=O)NC(=O)COC(=O)c1ccc(OC(F)(F)F)cc1,x,-1,-8%,2%,4,14%
O=C(Nc1ccc(Cc2ccncc2)cc1)c1cccs1,5%,33*,16%,-12%,69*,72%[activator]
COCCNC(=O)CN1N=C(c2ccc(OC)cc2)CCC1=O,-15%,-3,9%,-11%,-3,24%
COc1ccc(C(=O)N/N=C\c2coc3ccccc3c2=O)cc1,u,-3,33%[activator],-2%,11,61%[activator]
CC(C)C(NC(=O)c1ccccc1F)C(=O)NCc1ccccc1 (configuration not stated),-4%,-2,4%,5%,-3,3%
Cc1sc2nc(SCCO)n(-c3ccccc3)c(=O)c2c1C,-1%,1,10µM*,16%,-4,6%
CC(Oc1ccc2c(-c3ccccc3)cc(=O)oc2c1)C(=O)NCC(O)c1ccccc1 (configuration not stated),4%,1,2%,6%,-1,-7%
COc1ccc(CC(=O)Oc2cc(C)ccc2C)cc1,-4%,9,24%,2%,-5,0%
COc1ccccc1NC(=O)CN(C)S(=O)(=O)c1cccc2cccnc12,13%&7%,-3,-38%,x,-3,14%
CCCCCCNC(=O)c1cc(S(=O)(=O)N2CCc3ccccc32)ccc1F,9%,-4,u,5%,-11,3%
Cc1ccc(NC(=O)CSc2nnc(-c3cc(C)[nH]n3)n2N)c(C)c1,2%,7,u,x,22,u
# Continued.
SMILES,Sm TGR inh,CHX counter,Pf growth 96h,FBPA Giardia inh,Shiga inhibitor,Pf growth 48h
CC1=C(C(=O)OCC2CCCO2)C(c2ccc(C)o2)C2=C(CC(c3ccc(N(C)C)cc3)CC2=O)N1 (configuration not stated),4%,12,x,-21%,-11,u
CC1CCCCN1CCCNc1c(C=O)c(=O)[nH]c2ccccc12 (configuration not stated),-17%,-2,-2%,-23%,-3,0%
N#Cc1c(NCCCO)nc(-c2ccco2)c2c1CCCC2,6.3µM*,-4,u,-27%,-7,x
CCN(CC)S(=O)(=O)c1ccc(C(=O)NCC(=O)N/N=C/c2ccccc2OC)cc1,-12%,-2,27%,x,-6,57%[activator]
N#CCCSc1ccccc1NC(=O)c1cc(=O)c2ccccc2o1,-6%,14,u,15%,-3,0%
Cc1c(Cl)cccc1NC(=S)N1CCOCC1,-12%,-1,-22%,4%,-4,9%
CCC(C)C(NC(=O)c1ccccc1NC(=O)c1ccc(C)cc1)C(=O)O (configuration not stated),9%,55*,-3%,-28%,94*,u
COc1cc(/C=C(\C#N)c2ccccn2)cc(OC)c1O,u,17,-28%,-7%,3,-11%
Cc1cc(N2CCCCC2)nc(-c2ccc(Br)cc2)n1,3%,16,u,-2%,20,-2%
Cc1nccn1CC(=O)N/N=C/c1c[nH]c2ccccc12,10%,1,-8%,1%,-4,16%
Cc1ccc(NC(=O)COC(=O)c2cc(=O)c3cc(F)ccc3o2)cc1,-3%,x,13%,x,x,4%
Cc1ccc(NC(=S)N(Cc2ccccc2)Cc2cccs2)c(C)c1,7%,15,u,1%,66,u
CCCn1nnc(NC(=S)NC(=O)C(C)(C)C)n1,-24%,12,38%[activator],5.6µM*,20,11%
CCOC(=O)C(C(=O)OCC)C1CCS(=O)(=O)C1 (configuration not stated),-6%,1,u,5%,16,u
CCOC(=O)c1cc(-c2cccs2)[nH]n1,1%,22*,34%[activator],0%,60*,36%[activator]
CC1CC(C)CN(C(=O)COC(=O)c2cc([N+](=O)[O-])ccc2N2CCOCC2)C1 (configuration not stated),0%,x,u,x,x,u
C=CCOc1c(Cl)cc(CNc2nccs2)cc1OC,8%,9,u,-14%,3,0%
NC1=NC(c2ccccc2C(F)(F)F)N(c2ccc(F)c(Cl)c2)C(N)=N1 (configuration not stated),-6%,-1,9%,-2%,-7,1.9µM*
Cn1ncc(Oc2ccc([N+](=O)[O-])cc2)c(Cl)c1=O,2%,1,-1%,1%,8,7%
COc1ccc(S(=O)(=O)N2CCOCC2)cc1NC(=O)c1cccs1,-8%,x,-2%,x,x,8%
COc1ccc(CNC(=O)/C=C/c2ccc(S(=O)(=O)NCc3ccco3)cc2)cc1OC,-19%,1,u,4%,-3,u
COc1ccc(S(=O)(=O)N2CCCC(C(=O)NCc3ccncc3)C2)cc1Cl (configuration not stated),-7%,1,51%[activator],24%,-10,-8%
Cc1ccc(-n2c(O)c(/C=N/N3CCCCC3c3cccnc3)c(=O)[nH]c2=S)cc1 (configuration not stated),-2%,-6,u,-1%,-6,14%
O=c1c2c(-c3ccc(Cl)cc3)csc2nc2n1CCC2,-12%,-1,u,8%,-2,u
Cc1[nH]c(C(=O)N/N=C/c2ccc(C(=O)O)cc2)c(C)c1C(=O)N/N=C/c1ccc(C(=O)O)cc1,0%,-3,60%[activator],-8%,-13,0%
# Continuation:
SMILES,Sm TGR inh,CHX counter,Pf growth 96h,FBPA Giardia inh,Shiga inhibitor,Pf growth 48h
O=C1c2ccccc2C(=O)N1c1ccc(S(=O)(=O)N2CCCCC2)cc1,1%,-3,-8%,-4%,-6,9%
CS(=O)(=O)N(CC(=O)NCC1CCCO1)c1cccc(Cl)c1 (configuration not stated),5%,15*,20%,-2%,19,u
COc1cc(NC(=O)c2cc(C(C)C)on2)cc(OC)c1OC,14%,-2,u,-1%,-4,x
O=C(CC12CC3CC(CC(C3)C1)C2)NCC(=O)OCc1cc(=O)oc2ccc3ccccc3c12,-9%,-1,483%[activator],-1%,-5,14%
CN1CCN(C(=O)CCN2C(=O)/C(=C\c3ccccc3F)SC2=S)CC1,u,-2,12µM*,0%,-15,u
COc1ccc(Cl)cc1C(=O)Nc1nc(C)cc(C)n1,7%,7,u,-4%,x,u
Cn1cc(C(=O)c2ccc(Cl)cc2Cl)cc1C(=O)N/N=C(\N)COc1ccc(Cl)cc1,-1%,-2,9.3µM*,7%,-8,0%
CC(C(=O)NC1CCCCCC1)c1ccc([N+](=O)[O-])cc1 (configuration not stated),-27%,-3,8.3µM*,-1%,x,-17%
Cc1nn(-c2cc(C)c3ccccc3n2)c2c1C1C(C2)C1(C)C (configuration not stated),-9%,-1,-16%,-3%,-3,6%
CC(C)c1ccc(S(=O)(=O)N2CCN(C(=S)NCc3ccco3)CC2)cc1,1%,-1,u,-3%,5,u
Cc1noc(/C=C/c2ccco2)c1S(=O)(=O)N1CCC(C(=O)N2c3ccccc3CC2C)CC1 (configuration not stated),40µM*,-4,-16%,-6%,48,u
CC(C)CCn1c(CN2CCN(C(=O)c3ccco3)CC2)nc2c1c(=O)n(C)c(=O)n2C,u,-3,6.6µM*,3%,-8,x
CCOC(=O)C1(Cc2ccccc2)CCCN(S(=O)(=O)N(C)C)C1 (configuration not stated),11%,-2,u,u,-2,-14%
O=C1CC(c2cccc(O)c2)Oc2ccccc21 (configuration not stated),-2%,x,33%[activator],x,x,41%[activator]
CCOC(=O)CN1C(=N)N(c2nc(NC(C)C)nc(OC)n2)CC1=O,-6%,0,22%,2%,27,13%
Nc1ccc(-c2nc3ccccc3[nH]2)cc1,3%,33*,117%[activator],-3%,102*,114%[activator]
COc1ccc(-c2[nH]nc3oc(=O)c(CCO)c(C)c23)cc1,0%,-3,7%,3%,-2,-4%
O=C(CN1CCCC1c1cccs1)N1CCN(S(=O)(=O)c2ccccc2)CC1 (configuration not stated),-18%,x,u,x,x,-22%
O=C(Cc1ccccc1)Nc1nc(-c2cccs2)cs1,-3%,43*,x,-16%,105*,78%[activator]
O=C(Nc1ccc(S(=O)(=O)Nc2nccs2)cc1)c1ccc(N2C(=O)c3ccccc3C2=O)cc1,x,-5,11%,2%,-8,10%
CC(C)N1CC(C(=O)Nc2ccc(S(=O)(=O)N3CCCCC3)cc2)CC1=O (configuration not stated),8%,-3,277%[activator],0%,-6,-12%
O=C(O)/C=C/c1cn(-c2ccccc2)nc1-c1ccccc1,u,14,5.9µM*,7%,20,16%
O=C(/C=C/c1ccco1)Nc1ccccc1C(=O)Nc1cccc(C(=O)O)c1,25µM*,-2,89%[activator],0%,-8,65%[activator]
CCC1=[N+](C)c2cccc3cccc(c23)N1C,0%,-5,-3%,0%,16,u
COc1ccccc1/C=C(/CC(=O)NCc1ccc2c(c1)OCO2)c1nc2ccccc2s1,-8%,20*,u,-1%,67*,16%
c1ccc2sc(NC3=NCN(CCN4CCOCC4)CN3)nc2c1,x,2,23%,-1%,13,17%
CCc1nnc(/N=C/c2c(O)n(-c3ccc(Cl)cn3)c(=O)c3ccccc23)s1,-28%,-1,10%,0%,35,1%
O=C(N/N=C/c1ccc(OC(=O)c2ccco2)cc1)c1ccccn1,-1%,27*,u,-4%,39*,153%[activator]
Cc1ccsc1C(=O)C1CCCN(Cc2cc3ccccc3o2)C1 (configuration not stated),-2%,-1,35%[activator],-17%,10,-13%

# Some of these compounds in order of formula weight, smallest number first:
SMILES,Sm TGR inh,CHX counter,Pf growth 96h,FBPA Giardia inh,Shiga inhibitor,Pf growth 48h
Nc1ccc(-c2nc3ccccc3[nH]2)cc1,3%,33*,117%[activator],-3%,102*,114%[activator]
COc1ccc(-c2[nH]nc3oc(=O)c(CCO)c(C)c23)cc1,0%,-3,7%,3%,-2,-4%
COc1cc(NC(=O)c2cc(C(C)C)on2)cc(OC)c1OC,14%,-2,u,-1%,-4,x
CC(C)c1ccc(S(=O)(=O)N2CCN(C(=S)NCc3ccco3)CC2)cc1,1%,-1,u,-3%,5,u
COc1ccccc1/C=C(/CC(=O)NCc1ccc2c(c1)OCO2)c1nc2ccccc2s1,-8%,20*,u,-1%,67*,16%
O=C(Nc1ccc(S(=O)(=O)Nc2nccs2)cc1)c1ccc(N2C(=O)c3ccccc3C2=O)cc1,x,-5,11%,2%,-8,10%

# Assay outcomes (PubChem)
